Diaphorase inh: inhibits diaphorase or chemically oxidizes, flagging diaphorase assay artifacts; inhibition, % at 20 µM; actives 0.69% (n = 190,000); diaphorase resazurin-to-resorufin fluorescence, NADH, 16 min; bacterial (C. kluyveri) enzyme, not human;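 active means primary screen inhibition at 20 µM above a set limit, cut at about 50% in these data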;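 further: plate controls were DMSO with full reaction for no effect and wells lacking NADH for full effect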
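System: Diaphorase enzyme from Clostridium kluyveri | Amount: Enzyme working solution with 0.14 U/mL diaphorase | Benchmarks: No-NADH positive control and DMSO neutral control | Signal: Fluorescence of resorufin formed from resazurin, Ex 544/Em 590 nm | Schedule: 16-min room-temperature incubation before reading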
PMI act hi M6P: increases human PMI activity with near-saturating mannose 6-phosphate | coupled PMI enzyme assay, resazurin fluorescence, 20 min; hits give high values; 1 = untreated enzyme, 0 = substrate-free blank | actives 0.34% (n = 190,000) | P34949 | activation factor at 20 µM;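 active means activation factor of 2 or more at 20 µM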
Target sequence (P34949 whole entry, looked up): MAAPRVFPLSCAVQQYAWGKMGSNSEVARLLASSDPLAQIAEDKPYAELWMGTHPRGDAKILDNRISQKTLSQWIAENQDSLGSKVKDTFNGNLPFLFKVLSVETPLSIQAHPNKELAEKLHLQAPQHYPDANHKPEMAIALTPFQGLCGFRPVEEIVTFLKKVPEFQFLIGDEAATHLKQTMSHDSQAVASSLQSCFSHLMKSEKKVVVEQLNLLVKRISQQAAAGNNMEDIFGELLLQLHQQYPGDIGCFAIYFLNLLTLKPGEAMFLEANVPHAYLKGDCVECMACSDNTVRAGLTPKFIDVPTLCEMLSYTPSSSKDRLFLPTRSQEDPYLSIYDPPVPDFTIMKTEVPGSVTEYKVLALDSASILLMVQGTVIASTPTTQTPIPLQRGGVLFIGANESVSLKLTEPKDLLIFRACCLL
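assay system = human phosphomannose isomerase with PGI, G6PDH, diaphorase coupling enzymes | quantity = 15 ng/mL PMI | incubation = enzyme reaction with compound 20 min at room temperature | medium = HEPES pH 7.4 buffer with MgCl2 and Tween-20 | compound dosing = one concentration, 20 µM, in 1% DMSO | measured by = Diaphorase-driven resazurin-to-resorufin fluorescence, excitation 544, emission 590 nm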
TNAP inh hiacc: blocks human TNAP under high phosphate acceptor concentration | purified TNAP, CDP-star luminescence, 1 M DEA | inhibition, % at 20 µM | actives 0.03% (n = 200,000);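 active means over 50% inhibition of tissue-nonspecific alkaline phosphatase at 20 µM in the single-dose screen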;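 further: plate controls were DMSO wells for no effect and EDTA-quenched wells as full inhibition for full effect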
Target sequence (P05186 whole entry, looked up): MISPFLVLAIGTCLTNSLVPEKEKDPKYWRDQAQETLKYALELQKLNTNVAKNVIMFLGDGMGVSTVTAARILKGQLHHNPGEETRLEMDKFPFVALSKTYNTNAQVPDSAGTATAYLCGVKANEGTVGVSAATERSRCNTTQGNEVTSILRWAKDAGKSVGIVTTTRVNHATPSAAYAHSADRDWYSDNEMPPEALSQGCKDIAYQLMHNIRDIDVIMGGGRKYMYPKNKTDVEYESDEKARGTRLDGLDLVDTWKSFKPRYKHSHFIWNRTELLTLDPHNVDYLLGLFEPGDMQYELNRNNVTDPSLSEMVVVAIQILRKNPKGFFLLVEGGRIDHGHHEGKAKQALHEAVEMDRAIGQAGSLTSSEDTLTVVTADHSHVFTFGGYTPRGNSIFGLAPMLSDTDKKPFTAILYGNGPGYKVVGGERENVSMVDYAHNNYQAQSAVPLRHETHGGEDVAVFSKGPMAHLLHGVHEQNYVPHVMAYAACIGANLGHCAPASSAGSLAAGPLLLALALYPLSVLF
bIAP inh: intestinal alkaline phosphatase (bovine) inhibition; purified bovine IAP, CDP-star luminescence, 30 min; inhibition, % at 20 µM; 190,000 tested, under 10 active; AID 1019;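 active means over 50% inhibition of intestinal alkaline phosphatase at 20 µM in the single-dose screen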
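System: purified bovine intestinal alkaline phosphatase (IAP) enzyme; Input: IAP diluted 1/65,000,000 in the well; Measured by: CDP-star luminescence signal; Compound dosing: 20 µM single dose; Incubation: 30 min reaction at room temperature.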
Lmaj promast: Leishmania major promastigote growth inhibition; Leishmania major promastigotes, resazurin fluorescence viability; inhibition, % at 10 µM; actives 9% (n = 200,000); AID 1063; in the data active means inhibition above about 50%;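 further: promastigotes grown with compound for 44 hours at 28 °C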
Diaph act CS: diaphorase activation or chemical reduction counter-screen | Diaphorase/resazurin coupled assay, resorufin fluorescence, 16 min; hits give high values; 1 = vehicle wells, 0 = NADH-free wells | activation factor at 20 µM | actives 0.005% (n = 190,000) | AID 1229;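 active means diaphorase activity raised at least twofold by the compound at 20 µM; inactive means activation factor below 2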
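Material: Purified diaphorase enzyme from Clostridium kluyveri | Buffer or medium: 50 mM HEPES pH 7.4 with 4.542 mM MgCl2, 0.005% Tween 20 | Times: 16 min enzyme reaction, ambient temperature | Signal: Red resorufin fluorescence at 544/590 nm excitation/emission | Measure: Increased resorufin signal from activators or reducing compounds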
bIAP act: intestinal alkaline phosphatase (bovine) activation. purified bovine IAP, CDP-star luminescence, 30 min; hits give high values; fold of DMSO-control signal, blank-subtracted. activation factor at 20 µM. actives 0.17% (n = 200,000);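 active means activation factor of 2 or more at 20 µM, a signal rise over negative controls twice the positive control's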
TNAP act hi DEA: increases human TNAP activity under high phosphate acceptor concentration; P05186; purified TNAP, CDP-star luminescence, 1 M DEA, 30 min; hits give high values; 0 = EDTA background, 1 = DMSO-only activity; activation factor at 20 µM; 200,000 tested, under 10 active;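 active means activation factor at least 2 at 20 µM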
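Measured by: Luminescent substrate turnover signal | Test system: Human TNAP | Input: TNAP 1/800 final | Dosing: 20 µM single point | Schedule: 30 min, room temperature | Controls: EDTA wells as negative control, DMSO wells as positive control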
PMI act: increases human mannose-6-phosphate isomerase activity; actives 0.005% (n = 190,000); activation factor at 20 µM; purified human PMI, coupled resazurin fluorescence, 20 min; hits give high values; 1 = vehicle control, 0 substrate-free wells; P34949; AID 1214;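 active means activation factor of 2 or more at 20 µM, relative to plate controls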
TNAP inh noacc: blocks human TNAP activity with no phosphate acceptor present; actives 0.26% (n = 200,000); P05186; AID 1012; purified TNAP, CDP-star luminescence, 30 min; inhibition, % at 20 µM;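 active means tissue-nonspecific alkaline phosphatase inhibition above about 50% at 20 µM in the single-dose screen, limit read from the data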;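 further: 0% = DMSO negative control and 100% = EDTA positive control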
* hit, by the source's call; nt = no result given. Random draw from the library; overall some 10% were active at least once.

#	compound	Diaphorase inh	PMI act hi M6P	TNAP inh hiacc	bIAP inh	Lmaj promast	Diaph act CS	bIAP act	TNAP act hi DEA	PMI act	TNAP inh noacc
1	Cc1nn(-c2ccccc2)c(C)c1/C=N/NC(=O)c1cc(C23CC4CC(CC(C4)C2)C3)[nH]n1	6	0.9	-8	-32	91*	0.9	1.3	1.1	0.9	73*
2	CCC(C)C(NC(=O)c1ccccc1NC(=O)c1ccccc1)C(=O)N1CCOCC1 (stereo unspecified)	11	0.9	2	8	53*	0.9	0.9	1	0.9	-10
3	COCCOC(=O)c1cc(C(=O)c2cc(F)ccc2O)coc1=N	16	0.9	5	8	-1	0.8	0.9	0.9	1	-3
4	O=C(O)COc1ccc(/C=N/NC(=O)C2CCCN2S(=O)(=O)c2ccc(Cl)cc2)cc1 (stereo unspecified)	8	1	-2	6	0	0.9	0.9	1	1.1	-17
5	N#Cc1nc(-c2cccc3ccccc23)oc1N1CCCCC1	27	0.9	1	9	-8	0.7	0.9	1	0.9	-13
6	COc1cc(/C=C2/C(=N)N3C=CSC3=NC2=O)ccc1OCCCOc1c(C)cccc1C	20	0.8	3	12	15	0.8	0.9	1	0.9	4
7	CCOC(=O)C1=C(C)NC(=O)N(C(C)=O)C1c1ccc(Cl)cc1 (stereo unspecified)	23	1	-8	15	3	0.8	0.8	1.1	1	-15
8	Cc1ccccc1N1CCN(C(=S)c2ccc(-c3cccc([N+](=O)[O-])c3)o2)CC1	6	0.8	2	18	40	0.9	0.8	1	0.9	-8
9	CC1CN(C(=O)c2cc3cc(Cl)cc(Cl)c3oc2=O)CC(C)O1 (stereo unspecified)	15	1.1	-1	11	0	0.8	0.9	1	1	-10
10	CCOC(=O)c1ccccc1NC(=O)CC1SC(=NC)N(C)C1=O (stereo unspecified)	-7	1	-4	-9	-5	1.1	1.1	1	1	-5
11	Cc1ccc(-n2nnnc2SC(C)C(=O)NCC(=O)Nc2ccc(F)c(F)c2F)c(C)c1 (stereo unspecified)	20	0.9	-3	2	3	0.8	1	1	0.8	-10
12	Cc1n[nH]c(=O)nc1NCC1CCCO1 (stereo unspecified)	18	0.9	-1	11	-5	0.8	0.9	1	0.8	-10
13	O=C(NC1CCCc2ccccc21)c1cccc(S(=O)(=O)N2CCOCC2)c1 (stereo unspecified)	14	0.9	-4	-3	-1	0.9	1	1	1	-1
14	COC(=O)c1oc2ccccc2c1NC(=O)c1ccccc1O	3	0.9	-3	-8	20	1	1.1	1	0.9	-3
15	O=C(NCCC1=CCCCC1)C(=O)NCC1OCCCN1S(=O)(=O)c1ccc(F)cc1 (stereo unspecified)	12	1	-4	-3	96*	0.9	1	1	1	-4
16	Cn1c(CCC(=O)Nc2ccc(N3CCOCC3)cc2)nc(=O)c2ccccc21	8	0.9	1	7	-2	0.9	0.9	1	0.9	-9
17	Cc1ccccc1NS(=O)(=O)c1ccc(Cl)cc1	21	0.9	-1	-10	-6	0.8	1.1	1	0.9	-4
18	O=C(COc1ccccc1)NCC(=O)N/N=C/c1ccco1	13	1	2	-3	56*	0.9	1	1	1.1	0
19	Cn1c(N)c(C(=O)COC(=O)CCCc2nc3ccccc3s2)c(=O)n(C)c1=O	24	0.9	-2	0	-7	0.8	1	1	1	3
20	CCCc1nnc(SCC(=O)N2CCCCC2C)n1CC (stereo unspecified)	-4	1.1	-4	0	-11	1	1	1	1.2	-3
21	COC(=O)C1=C(C)NC(C)=C(C(=O)OC)C1C(=O)OCC(=O)c1ccc(F)cc1	-1	1	1	3	4	1	1	1	1.1	-7
22	Cn1cc(S(=O)(=O)N2CCN(c3cccc(C(F)(F)F)c3)CC2)c(=O)n(C)c1=O	-4	1.1	-5	2	-2	1	1	1.1	1.1	-17
23	Cc1nc(N2CCN(c3ccccc3)CC2)c2c3c(sc2n1)CCC3	24	0.9	-5	-1	nt	0.8	1	1.1	1	-7
24	Cc1c(C(=O)Nc2ccc(-c3nnc4n3CCCCC4)cc2)oc2c1ccc1ccccc12	14	1	-2	8	33	0.9	0.9	1	1	2
25	O=C1COC(c2ccccc2)C2CCCCN12 (stereo unspecified)	-2	1.1	5	-1	-6	1	1	1	1.1	-1
26	Nc1ccn(-c2ccc(Cl)cc2)c(=O)c1	17	0.9	-5	2	-4	0.8	1	1	0.8	-9
27	Cc1ccc(C2=NN(S(C)(=O)=O)C(c3ccc4c(c3)OCO4)C2)cc1 (stereo unspecified)	21	1	-1	-28	45	0.8	1.3	1	1	-11
28	COC(=O)c1nn(-c2ccccc2)c(Cl)c1/C=N/OC(=O)c1ccc(Cl)c(Cl)c1	-5	1	-3	-13	-9	1	1.1	1	1	-12
29	O=C(COc1ccc(S(=O)(=O)NC2CCCCC2)cc1)NCCC1=CCCCC1	21	0.9	4	-1	59*	0.8	1	1	0.9	1
30	CC(/C=C/c1cccc([N+](=O)[O-])c1)=N\NC(=O)c1ccncc1	13	1	-7	-7	55*	0.9	1.1	1.1	1	-4

An excerpt from above in order of their number in Diaphorase inh, largest number first.
| item | Molecule | Diaphorase inh | PMI act hi M6P | TNAP inh hiacc | bIAP inh | bIAP act | TNAP act hi DEA | PMI act | TNAP inh noacc |
| --- | --- | --- | --- | --- | --- | --- | --- | --- | --- |
| 11 | Cc1ccc(-n2nnnc2SC(C)C(=O)NCC(=O)Nc2ccc(F)c(F)c2F)c(C)c1 (stereo unspecified) | 20 | 0.9 | -3 | 2 | 1 | 1 | 0.8 | -10 |
| 1 | Cc1nn(-c2ccccc2)c(C)c1/C=N/NC(=O)c1cc(C23CC4CC(CC(C4)C2)C3)[nH]n1 | 6 | 0.9 | -8 | -32 | 1.3 | 1.1 | 0.9 | 73* |
| 22 | Cn1cc(S(=O)(=O)N2CCN(c3cccc(C(F)(F)F)c3)CC2)c(=O)n(C)c1=O | -4 | 1.1 | -5 | 2 | 1 | 1.1 | 1.1 | -17 |

(further entries)
#	compound	Diaphorase inh	PMI act hi M6P	TNAP inh hiacc	bIAP inh	Lmaj promast	Diaph act CS	bIAP act	TNAP act hi DEA	PMI act	TNAP inh noacc
31	CCOC(=O)Cc1c(C)nc2cc(-c3ccc(C(C)(C)C)cc3)[nH]n2c1=O	17	1	-6	3	-6	0.8	1	1.1	1	-11
32	CCOCC(=O)Nc1nc2c(s1)C(=O)CC(C)(C)C2	2	1	-6	12	-5	1	0.9	1.1	0.9	-16
33	CCOc1ccc(Nc2nc3cc(S(=O)(=O)N(CC)CC)ccc3o2)cc1	8	1	-8	10	3	0.9	0.9	1.1	0.5	-7
34	O=C(Nc1ccccc1)N1CCOCC1	12	1	-7	10	-4	0.9	0.9	1.1	1	-11
35	COc1ccc2c(c1)C1NC(=S)N[C@@](C)(O2)C1C(=O)Nc1ccccc1 (stereo partly specified)	13	0.9	-3	13	10	0.9	0.9	1	0.9	-11
36	Nc1nnc(Cc2ccc(Cl)cc2Cl)s1	15	1	-7	16	-4	0.9	0.8	1.1	0.9	-17
37	COc1ccc(-c2csc(N)n2)cc1	6	0.9	-2	8	7	0.9	0.9	1	1.1	-1
38	CC1CC(C)CN(S(=O)(=O)c2ccc(C(=O)NCc3ccc4c(c3)OCO4)cc2)C1 (stereo unspecified)	2	1	0	23	7	1	0.8	1	1	-18
39	O=c1[nH]c2ccc(NC(=S)Nc3ccccc3Cl)cc2[nH]1	12	0.8	-4	17	9	0.9	0.8	1	0.7	0
40	O=C(CSc1nnnn1C1CCCCC1)N1c2ccccc2Sc2ccccc21	9	1	-11	19	28	0.9	0.8	1.1	0.9	-6
41	CSCCC(NS(=O)(=O)c1ccc(C)cc1)C(=O)NC1CCCCC1 (stereo unspecified)	10	1	-7	-2	-2	0.9	1	1.1	1	-7
42	COc1ccc(Br)cc1CN(C)C(=O)c1ccc2c(c1)NC(=O)C(C)S2 (stereo unspecified)	18	1	0	1	12	0.8	1	1	0.9	-6
43	O=C(N/N=C\c1ccc(F)cc1)c1ccc(F)cc1	-5	1.2	-4	6	-6	1.1	0.9	1	1.1	-4
44	Cc1c(Cl)cccc1N(CC(=O)O)S(C)(=O)=O	2	1	-5	-1	-7	1	1	1	1	-10
45	O=C(OCCN1C(=O)c2ccccc2C1=O)c1ccc(S(=O)(=O)N2CCCCCC2)cc1	28	0.9	-3	8	-5	0.7	0.9	1	0.9	-8
46	CCc1cccc(CC)c1NC(=S)/C(=C(\[O-])c1ccc(Cl)s1)[n+]1ccccc1	6	0.9	7	2	5	0.9	1	0.9	1	-1
47	O=C(O)c1cn(-c2ccccc2)nc1-c1ccncc1	15	0.9	-2	9	-8	0.9	0.9	1	0.8	-9
48	O=C(NC1CCCC1)C1CCC(=O)N1C1CCCCC1 (stereo unspecified)	3	1.1	1	12	1	1	0.9	1	1.2	-8
49	CCCCc1nc(N2CCOCC2)c(C#N)c2c1CCCC2	10	1	-4	3	5	0.9	1	1	1	-12
50	N#Cc1ccc(OCC(=O)NCCc2ccccn2)cc1	-12	1.1	5	0	-1	1.1	1	0.9	1.1	-1
51	CCn1c2ccccc2c2cc(N=C3SC(CC(=O)Nc4ccccc4OC)C(=O)N3CCOC)ccc21 (stereo unspecified)	20	1	-2	11	18	0.8	0.9	1	0.8	-11
52	Cc1ccc(NC(=O)Cn2c(=O)oc3ccccc32)cc1	4	1	-1	-4	-8	1	1	1	1	-4
53	COc1ccc2oc(=O)c(C(=O)Oc3ccc(NC(C)=O)cc3)cc2c1	28	1.6	-5	4	0	0.7	1	1	1.3	-9

4 records drawn at random from the list so far, as already listed:
#	compound	Diaphorase inh	PMI act hi M6P	TNAP inh hiacc	bIAP inh	Lmaj promast	Diaph act CS	bIAP act	TNAP act hi DEA	PMI act	TNAP inh noacc
44	Cc1c(Cl)cccc1N(CC(=O)O)S(C)(=O)=O	2	1	-5	-1	-7	1	1	1	1	-10
12	Cc1n[nH]c(=O)nc1NCC1CCCO1 (stereo unspecified)	18	0.9	-1	11	-5	0.8	0.9	1	0.8	-10
45	O=C(OCCN1C(=O)c2ccccc2C1=O)c1ccc(S(=O)(=O)N2CCCCCC2)cc1	28	0.9	-3	8	-5	0.7	0.9	1	0.9	-8
53	COc1ccc2oc(=O)c(C(=O)Oc3ccc(NC(C)=O)cc3)cc2c1	28	1.6	-5	4	0	0.7	1	1	1.3	-9
